# EBV gp42 block = Epstein-Barr virus gp42 inhibitors, primary screen, biochemical, uHTS, fluorescence polarization; Glycoprotein 42 (Epstein-Barr virus (strain AG876)), Q1HVG2; Fluorescence polarization binding assay, mP read-out; inhibition, % (tested at 21.74 µM); hit rate 0.42% among 220,000; in the data active = inhibition above about 50%
# Target sequence (Q1HVG2 whole entry, looked up): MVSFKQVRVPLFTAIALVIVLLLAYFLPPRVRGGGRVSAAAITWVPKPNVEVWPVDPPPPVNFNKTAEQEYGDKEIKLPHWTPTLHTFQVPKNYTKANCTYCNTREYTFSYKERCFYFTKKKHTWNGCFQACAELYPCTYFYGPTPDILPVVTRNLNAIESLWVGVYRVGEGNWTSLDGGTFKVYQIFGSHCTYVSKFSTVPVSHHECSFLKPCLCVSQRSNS
# TRPML3 ag = human TRPML3 channel agonists, primary screen, cell-based, HEK293 TRPML3-YFP, Fluo-8 calcium fluorescence, 3 µM | Mucolipin-3 (Homo sapiens), Q8TDD5 | activation, % at 3 µM | AID 1448, 2008 | hit rate 0.29% among 220,000 | 100% = the carbachol control signal;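 active = activation above its plate's cutoff, the mean activation of the plate's test wells plus 3 SD, cut at about 12% in these data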;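 also: 0% = DMSO only wells and 100% = carbachol wells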
#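 system = HEK293 cells stably carrying human TRPML3-YFP | doses = one concentration, 3 µM nominal, 0.3% DMSO | timing = dye loading 1 h 37 °C then 30 min ambient, 125 s read | detection = Fluo-8 calcium dye fluorescence, ex 470-495, em 515-575 nm | benchmarks = high control carbachol 87 µM, low control DMSO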
# Runt-SMMHC FRET = inhibitors of RUNX1 Runt–CBFb-SMMHC binding, primary screen, biochemical, FRET, Cerulean-Runt, Venus-CBFb-SMMHC, uHTS | Runt-related transcription factor 1 (Homo sapiens) + Core-binding factor subunit beta … | Cerulean-Runt/Venus-CBFb-SMMHC FRET ratio 530/480, 1 h | inhibition, % at 20 µM | hit rate 0.74% among 220,000;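 active = mean inhibition across duplicate retests at 20 µM reaching about 50%, limit read from the data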;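 also: 0% = DMSO wells and 100% = wells with excess untagged CBFb-SMMHC; inhibitors lower the FRET ratio by blocking Runt binding to CBFb-SMMHC; some results filed as inactive read as strong as hits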
# TRPN1 ag = zebrafish TRPN1 channel agonists, primary screen, cell-based, HEK293, calcium fluorescence | transient receptor potential cation channel N1 (TRPN1/NompC), Danio rerio | HEK293 zebrafish TRPN1-YFP, Fluo-8 calcium fluorescence; 100% = response to 87 µM carbachol | activation, % at 3 µM | hit rate 0.18% among 220,000 | AID 1424, 2008;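 active = activation above its plate's cutoff, the mean activation of test wells on that plate plus 3 SD, cut at about 19% in these data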;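 also: 0% = DMSO alone and 100% = 87 µM carbachol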
#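 Material: zebrafish TRPN1-YFP in HEK293 cells; Doses: single test compound dose, 3 µM nominal, 0.3% DMSO; Timing: dye loading 1 h at 37 °C, then 30 min room temperature; Technique: intracellular calcium fluorescence with Fluo-8; Benchmarks: high carbachol 87 µM, low DMSO alone.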
# MDM2 E3 inh = MDM2-luciferase reporter signal enhancers, primary screen, MDM2 E3 ligase inhibitor project, cell-based, luminescence, 1536-well. E3 ubiquitin-protein ligase Mdm2 (Homo sapiens), Q00987. cell-based MDM2 ubiquitination luciferase reporter, 2 h; 0 = plate control, 100 = twice control, blank-subtracted. signal enhancement, % at 5 µM. hit rate 0.11% among 210,000. AID 1230, 2008;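 active = signal enhancement of 30% or more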;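 also: luminescence tracks abundance of the self-degrading MDM2-luciferase fusion protein; higher signal means inhibition of MDM2 E3 ligase activity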
# Target sequence (Q00987 whole entry, looked up, the tested form may be a part): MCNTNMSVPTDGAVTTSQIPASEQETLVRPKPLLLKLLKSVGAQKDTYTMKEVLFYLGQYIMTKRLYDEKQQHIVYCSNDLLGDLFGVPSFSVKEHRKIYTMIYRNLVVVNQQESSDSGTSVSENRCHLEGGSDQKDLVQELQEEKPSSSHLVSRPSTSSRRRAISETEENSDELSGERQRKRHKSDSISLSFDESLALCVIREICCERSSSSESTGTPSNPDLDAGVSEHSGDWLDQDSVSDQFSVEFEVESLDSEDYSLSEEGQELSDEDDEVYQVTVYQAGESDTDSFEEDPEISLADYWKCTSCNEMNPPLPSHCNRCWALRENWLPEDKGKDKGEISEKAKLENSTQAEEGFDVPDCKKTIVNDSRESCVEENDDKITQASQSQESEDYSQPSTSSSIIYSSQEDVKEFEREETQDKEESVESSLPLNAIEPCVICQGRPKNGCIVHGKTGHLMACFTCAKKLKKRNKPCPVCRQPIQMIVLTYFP
#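 Timing – 2 h compound exposure at 37 °C · Assay system – mammalian cells stably expressing self-ubiquitinating, self-degrading MDM2 E3–luciferase fusion · Amount – 2000 cells seeded into each well · Measure – % luminescence enhancement versus blank-corrected plate control mean · Measured by – SteadyLite luminescence, 15 min reagent step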
# PPC-1+TRAIL kill = compounds killing PPC-1 cancer cells with TRAIL present, primary screen, TRAIL potentiator project, ATPLite luminescence, uHTS. cell killing (% activity), % at 4 µM. hit rate 0.41% among 220,000. AID 1443, 2008. PPC-1 cells + TRAIL, ATPLite viability luminescence;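 active = cell killing above 50% in the first pass at 4 µM, then a duplicate retest at 5 µM averaging 50% or more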;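 also: plate controls were cells with TRAIL plus DMSO for no effect and medium-only wells lacking cells for full effect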
# CHOP inhibitor = inhibitors of CHOP promoter induction, primary screen, cell-based, unfolded protein response, luciferase reporter; CHO-K1 CHOP-promoter luciferase, tunicamycin-induced, 15-18 h; inhibition, % at 10 µM; hit rate 3.8% among 220,000; AID 2732, 2010;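 active = compounds that reduced the stress-induced luciferase reporter signal by more than about 70% of percent inhibition, limit read from the data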;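 also: 0% = tunicamycin plus vehicle and 100% = wells without tunicamycin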
# TNF death inh = inhibitors of TNF-alpha triggered necroptosis, primary screen, cell-based, Jurkat FADD-/-, single concentration | Jurkat FADD-/- TNF necroptosis rescue, ATP luminescence, 24 h; 0 = TNF only, 100 = no-TNF cells | activation (protection from cell death), % at 10 µM | hit rate 0.068% among 220,000 | AID 463075, 2010;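 active = activation, meaning protection from cell death, of at least 50% relative to plate controls; inactive = activation below 50%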;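 also: necroptosis triggered by 40 ng/mL TNF-alpha added together with compound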
# p47phox inh = p47phox/p22phox peptide binding inhibitors, primary screen, biochemical, uHTS, NADPH oxidase regulatory subunit. Neutrophil cytosol factor 1 (Homo sapiens), P14598. fluorescence polarization, 2 h. inhibition, % at 24.7 µM. hit rate 0.53% among 220,000;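 active = inhibition above about 30%, limit read from the data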;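 also: 0% = p47phox with labelled peptide and 100% = labelled peptide alone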
# * = called active by the depositor; . = no result given; [ ] = dose if it differs, or a comment.
canonical_smiles	EBV gp42 block	TRPML3 ag	Runt-SMMHC FRET	TRPN1 ag	MDM2 E3 inh	PPC-1+TRAIL kill	CHOP inhibitor	TNF death inh	p47phox inh
COc1ccc(C(=O)N2CCN(c3nnnn3-c3ccccc3)CC2)cc1OC	-10.5	0.5	2.4	0.0	-4.1	17.0	-10.6	0.6	-10.5
CC[C@H](C)C1NC(=O)[C@H](CC(=O)O)NC(=O)c2cc([N+](=O)[O-])cc(I)c2NCCC(C(N)=O)NC1=O (some centres not stated)	4.5	0.2	-0.1	0.3	.	8.7	-7.8	2.4	5.4
COC(=O)c1ccc(NC(=O)CNc2ccccc2)cc1	-8.2	0.0	-0.3	-1.0	-17.2	8.6	-17.3	0.2	-1.3
CCc1ccc(OCCn2cccn2)cc1	-3.4	0.4	3.4	-0.5	-1.5	3.4	3.5	0.7	-13.3
Cc1cccc(-n2c(-c3ccco3)n[nH]c2=S)c1	-2.0	0.4	22.5	-0.5	-7.1	9.5	-3.4	1.3	-6.4
CCS(=O)(=O)c1ccc2oc(Nc3ccccc3C)nc2c1	-6.6	0.5	-0.2	1.5	-0.5	8.9	12.5	-9.3	-14.2
c1ccc(CSCc2nc3ccccc3[nH]2)cc1	2.8	-0.3	6.3	-1.7	-4.5	36.9	19.1	6.1	0.6
O=C(COC(=O)c1n[nH]c2ccccc12)NCc1ccccc1	-8.8	0.2	-0.1	-0.3	-18.6	12.9	38.6	-0.7	-14.5
Nc1nnc(SCc2ccccc2)n1-c1ccccc1	-11.2	0.3	-3.8	0.8	-3.6	8.3	-13.7	-1.9	-0.8
Fc1ccc(-c2cnc[nH]2)cc1	-11.8	0.9	2.3	0.3	-21.0	4.7	-13.1	0.4	-17.0
O=[N+]([O-])c1ccc(Sc2n[nH]c(-c3ccccc3)n2)nc1	14.7	-0.3	-3.0	0.1	-10.5	7.4	-24.1	-1.1	-0.8
CCOC(=O)c1nnn(-c2nonc2N)c1CN(C)Cc1ccccc1	-14.1	0.0	-0.8	1.4	-7.1	-9.6	81.3*	1.4	-21.3
CCOC(=O)c1c(C)[nH]c(C)c1C(=O)COC(=O)c1ccc(OC)cc1	-9.0	0.2	0.2	0.8	-5.4	10.9	50.6	-1.3	-6.0
CCCNC(=O)CCc1c(C)nc2nc(C)nn2c1C	-17.7	0.3	-0.5	1.8	24.9	7.6	16.4	0.5	-1.2
CC1CCC(C(C)C)C(OC(=O)C[n+]2cc(-c3ccc(Cl)cc3)n3c2CCCCC3)C1 (configuration not stated)	-10.3	-0.5	0.1	-0.7	-18.6	2.5	47.7	-0.4	-0.7
COCC(=O)N1CCCC(CNS(=O)(=O)c2ccc(OC)cc2)C1 (configuration not stated)	0.0	0.1	2.6	1.0	-10.3	-15.2	2.6	0.5	9.9
CC[C@@H](C)[C@H](NC(=O)C1CCN(C(=O)[C@@H](NS(=O)(=O)c2ccc(C)cc2)C(C)C)CC1)C(=O)O	-17.6	-0.2	-0.3	0.4	2.7	9.2	-4.9	-2.8	-12.4
COCCNC(=O)c1cnn2c(C(F)F)cc(-c3ccc(C)cc3)nc12	7.0	-0.2	92.2	-0.5	3.1	3.3	11.1	-2.6	0.5
COc1ccc(NC(=O)CCC(=O)OCc2ccc(C(=O)Oc3ccc(Cl)cc3)cc2)cc1	-44.4	0.6	-5.2	1.3	-19.0	8.7	13.0	-2.0	1.6
COc1ccc(COCC(O)CN2CCc3ccccc3C2)cc1OC (configuration not stated)	-10.1	0.2	-2.3	-0.7	14.8	18.7	1.1	2.3	-8.5
COC(=O)C1=COC(C)C2CN3CCc4c([nH]c5cc(OC)c(OC)cc45)C3CC12 (configuration not stated)	74.1*	0.2	-42.6	2.0	.	-4.6	6.1	0.8	-8.3
O=C(NC1CCCCC1)NC1CC2CCC(C1)N2C(=S)NCc1ccco1 (configuration not stated)	-2.5	0.0	4.8	1.9	-16.3	2.1	-7.3	-2.8	-6.0
COc1cc(OC)cc(-n2nnnc2SCC(=O)N2CCCC2)c1	-18.5	0.4	3.2	-0.6	-16.5	8.8	-17.1	0.2	-5.3
O=C(Nc1nc(-c2cccs2)c(-c2cccs2)s1)C1CCCC1	-4.2	0.8	3.1	-1.2	-8.5	10.8	40.0	5.2	-37.5
CCOC(=O)C1CCCN(C(=O)/C=C/c2ccccc2[N+](=O)[O-])C1 (configuration not stated)	-4.7	0.3	-2.7	0.0	-2.2	5.8	11.6	1.7	-0.7
CCOC(=O)c1c(C)nn(Cc2ccccc2)c1N	-7.6	1.3	-1.2	-0.1	-5.8	10.2	12.9	5.3	-7.9
CS(=O)(=O)NCc1csc(-c2ccccc2)n1	-3.9	0.7	-1.6	1.1	3.9	-1.2	3.2	-0.4	-13.9
CC(C)(C)C(=O)Nc1ccc(Sc2ccc([N+](=O)[O-])cc2)cc1	12.8	1.9	5.1	4.0	-14.0	13.8	36.9	2.1	2.7
C/C(=N\Nc1cccc2cccnc12)c1ccccn1	-19.2	-0.6	0.2	-2.3	-51.7	47.7[5 µM]	46.7	-1.0	-8.0
COc1ccc(NC(C)C(=O)N/N=C/c2ccc([N+](=O)[O-])s2)cc1 (configuration not stated)	0.8	0.3	2.4	1.3	3.8	10.1	-20.6	-4.1	12.9
COc1ccc(C2OC3=C(Nc4cc(C)c(C)cc4N3)C2=O)cc1 (configuration not stated)	-10.2	-0.4	0.4	1.3	0.4	-0.9	0.0	0.6	-5.3
CC(=O)N1N=C(c2cccs2)CC1c1ccc(C)o1 (configuration not stated)	-2.6	-0.3	0.8	-0.4	-5.8	-2.7	23.2	0.4	-4.8
CCn1c(=O)c(C(=O)NNS(=O)(=O)c2ccc(C)cc2)c(O)c2ccccc21	5.8	-0.8	2.4	-3.2	-10.8	15.1	63.9	1.5	4.4
c1ccc(-c2oc3ncnc(NCCCN4CCOCC4)c3c2-c2ccccc2)cc1	-2.6	-0.1	0.3	-0.6	-23.6	2.7	36.0	1.0	-9.4
Cc1cc(SCn2nnc3ccccc3c2=O)nc2ccccc12	-12.6	0.8	-2.2	-1.3	-7.3	-11.4	16.3	2.4	-0.8
CNC(=O)c1nnn(Cc2ccccc2)c1NC(=O)C(F)(F)F	-9.7	-0.3	-2.0	-0.1	-19.7	18.1	2.2	0.9	-14.5
Cc1cc(=O)oc(C)c1C(=O)NCCNC(=O)c1c(C)cc(=O)oc1C	3.3	1.2	4.4	-0.8	-8.3	22.2	15.4	0.4	-22.9
CCn1c(SCC(=O)Nc2ccccc2N2CCOCC2)nnc1-c1ccccc1	-18.8	-1.1	2.2	-0.8	-11.4	5.8	-9.3	-0.6	-7.3
Cc1cccc(CN2CCN(C3CCCC3)C(CCO)C2)n1 (configuration not stated)	-23.3	0.6	2.1	0.3	-12.7	-9.5	19.3	0.9	5.7
O=C(CSc1nnnn1C1CCCCC1)NCc1cccs1	-8.8	0.0	0.2	2.1	-18.3	6.9	-14.7	0.7	-9.1
CCOc1ccccc1C(=O)Nc1ccccc1-c1ccccc1	-0.7	-0.4	-1.8	-0.9	-43.4	1.1	35.2	0.8	-0.3
Cc1cccn2c(=O)c3cc(C(=O)NCCc4ccccc4)c(=N)n(CCCn4ccnc4)c3nc12	-6.5	0.1	81.6*	-1.0	-12.7	3.6	18.8	-8.2	4.8
COC(=O)CSc1nnc(C2COc3ccccc3O2)n1-c1ccccc1 (configuration not stated)	-7.5	-0.6	-0.4	-0.3	0.8	36.6	46.0	-0.2	-10.8
C=CCn1c(CCNC(=O)c2ccccc2F)nnc1SCC(=O)Nc1ccc(OC)cc1	-13.2	-0.8	-4.2	-1.2	2.8	3.3	-10.0	0.9	3.5
COc1ccc(-c2ccc(-c3noc(C)n3)c(OC)n2)cc1	1.1	0.0	2.6	0.9	-5.1	-7.7	14.2	0.3	-7.4
CCC(=O)Nc1cccc(C2=NOC3(C2)C[C@@H](C(N)=O)N(C(=O)c2ccccc2C(=O)c2ccccc2)C3)c1 (some centres not stated)	-5.5	.	4.6	.	-2.9	-5.7	-5.6	-0.1	-6.1
OC(COCCC12CC3CC(CC(C3)C1)C2)CN1CCCC1 (configuration not stated)	-3.0	1.7	0.4	2.8	-88.5	3.0	-5.6	1.5	-4.1
CCOc1cc(C(N)=O)cc(Cl)c1OCc1ccccc1	-2.6	-1.5	-2.1	-2.5	-0.1	15.2	13.0	-3.1	-9.3
COc1ccc2c(=O)c(C(=O)NCCc3ccc(OC)c(OC)c3)c[nH]c2c1	-9.2	-0.3	4.3	1.1	-4.4	20.4	-7.7	-0.5	5.2
Cc1cccc(NC(=O)CSc2nc3c(c(=O)[nH]2)CCCC3)c1C	-2.5	-0.5	0.4	-1.9	-9.4	45.9	32.1	0.1	-10.1
COc1ccccc1NS(=O)(=O)c1cc([N+](=O)[O-])ccc1N/N=C/c1c[nH]c2ccccc12	-17.0	1.3	-35.3	1.6	-17.9	11.6	98.5*	-6.6	-48.1
CN1C(=O)CSc2ccc(NC(=O)N3CCOCC3)cc21	-14.7	0.0	164.0	1.4	-14.1	10.8	16.0	-1.2	-9.1
